# FadD28 binding – inhibitors of Mycobacterium tuberculosis FadD28 bisubstrate binding; AID 588549; 360,000 compounds, 0.22% hits; inhibition, % at 12.5 µM; FadD28 bisubstrate probe binding, fluorescence polarization; in the data active means inhibition above about 8.5%, passing the limit was not always enough; inconclusive means no clear call, values can overlap the other calls
# Mtb FBA inh – inhibitors of M. tuberculosis fructose-bisphosphate aldolase. P9WQA3. purified M. tuberculosis FBA, fluorescence read-out. inhibition, % at 1 µM. 360,000 compounds, 2.3% hits. AID 588726; in the data active means inhibition above about 27%;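 further: 0% = vehicle and 100% = reference inhibitor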
# Target sequence (P9WQA3 whole entry, looked up): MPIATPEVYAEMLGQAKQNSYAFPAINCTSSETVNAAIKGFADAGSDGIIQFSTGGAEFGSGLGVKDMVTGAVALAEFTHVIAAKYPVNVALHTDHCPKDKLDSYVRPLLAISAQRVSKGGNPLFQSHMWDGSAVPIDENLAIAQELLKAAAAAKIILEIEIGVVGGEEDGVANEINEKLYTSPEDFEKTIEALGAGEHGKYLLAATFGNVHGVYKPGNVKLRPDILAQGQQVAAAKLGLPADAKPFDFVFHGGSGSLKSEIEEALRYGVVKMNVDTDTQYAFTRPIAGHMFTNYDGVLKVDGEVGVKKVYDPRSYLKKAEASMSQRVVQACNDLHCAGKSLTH
# Mtb BioA inh – blocks M. tuberculosis BioA enzyme activity. AID 602481. inhibition, % at 9.99 µM. purified M. tuberculosis BioA enzyme, plate reader. 360,000 compounds, 0.096% hits; in the data active means inhibition above about 40%; inconclusive means no clear call, values can overlap the other calls
# PfHsp40 yeast – restores yeast growth despite PfHsp40 toxicity. S. cerevisiae expressing PfHsp40, growth rescue, ATP luminescence. growth rescue, % at 12.5 µM. 340,000 compounds, 0.68% hits. AID 504582; in the data active means growth rescue above about 28%, passing the limit was not always enough; inconclusive means no clear call, values can overlap the other calls;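 further: yeast W303a lacking pdr1 and pdr3 grown in galactose medium; growth measured after three days at 30 °C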
# Anthrax LF prot – blocks Bacillus anthracis lethal factor protease. multiplex microsphere protease cleavage assay, LF. inhibition, % at 10 µM. 360,000 compounds, 0.12% hits; further: plate controls were buffer without enzyme for full effect and enzyme alone for no effect
# GDH-TPI counter – GDH-TPI coupled enzyme inhibition counter-screen; GDH-TPI coupled enzyme counterscreen, NADH absorbance; inhibition, % at 4.8 µM; 360,000 compounds, 1.2% hits; AID 588335; in the data active means inhibition above about 30%;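 further: 0% = DMSO wells and 100% = wells lacking the enzyme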
# BoNT-F LC inh – BoNT F light chain protease inhibition; Multiplex microsphere protease cleavage assay, flow cytometry; inhibition, % at 10 µM; 360,000 compounds, 0.22% hits; AID 588497; in the data active means inhibition above about 35%, passing the limit was not always enough; inconclusive means no clear call, values can overlap the other calls; further: plate controls were buffer without enzyme for full effect and enzyme alone for no effect
# Mtb UGM inh – Mtb UDP-galactopyranose mutase inhibition. P9WIQ1. purified UGM, fluorescence polarization probe displacement. inhibition, % at 10 µM. AID 504406. 320,000 compounds, 0.06% hits; in the data active means inhibition above about 10%, passing the limit was not always enough; inconclusive means no clear call, values can overlap the other calls
# Target sequence (P9WIQ1 whole entry, looked up): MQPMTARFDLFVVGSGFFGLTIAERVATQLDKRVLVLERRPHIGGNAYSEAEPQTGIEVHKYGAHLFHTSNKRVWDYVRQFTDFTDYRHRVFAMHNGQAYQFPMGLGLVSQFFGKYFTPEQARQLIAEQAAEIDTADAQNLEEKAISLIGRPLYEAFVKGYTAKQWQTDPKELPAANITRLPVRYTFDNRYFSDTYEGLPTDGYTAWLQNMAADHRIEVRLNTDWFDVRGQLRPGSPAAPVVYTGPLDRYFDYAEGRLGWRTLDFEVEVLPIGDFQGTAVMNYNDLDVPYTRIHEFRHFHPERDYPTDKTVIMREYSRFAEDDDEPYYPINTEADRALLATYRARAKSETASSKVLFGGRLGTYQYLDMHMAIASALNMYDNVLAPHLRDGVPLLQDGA
# BoNT A protease – blocks Botulinum neurotoxin A light chain protease. inhibition, % at 10 µM. multiplex microsphere protease substrate cleavage, flow cytometry. 360,000 compounds, 0.17% hits; further: plate controls were buffer without enzyme for full effect and enzyme alone for no effect
# The depositor's hits bear a star; ? = inconclusive; / = not tested or not shown; & = joins results of further samples. Unless noted, no stated cut-off is given here; in the data, active means inhibition above about 30%; inconclusive means no clear call, values can overlap the other calls; inactive means below that.
no.	Molecule	FadD28 binding	Mtb FBA inh	Mtb BioA inh	PfHsp40 yeast	Anthrax LF prot
1	COc1cccc(C(C)(O)c2nc(-c3ccc(Cl)cc3)cs2)c1 (configuration not stated)	-3.9	-6	-0.5	/	-4
2	Cc1ccc(Cl)cc1NC(=O)COC(=O)C12CC3CC(CC(C3)C1)C2	-2.9&-0.7	-4&5	-2.2&-0.9	8.6&4.9	-2&-11
3	c1nc(NCCN2CCOCC2)c2c3c(sc2n1)CCCCC3	-3.7	-2	/	0.7	-6
4	N#CC1=C(N)Oc2n[nH]c(-c3ccc(F)cc3)c2C1c1ccncc1 (configuration not stated)	-2.4	1	3.8	-0.5	-4
5	O=C(CN1CCCCCC1)N1c2ccccc2Sc2ccccc21	-4.0	-5	/	-0.1	1
6	COc1ccc(S(=O)(=O)N2CCCCC2)cc1NC(=O)c1c(F)cccc1Cl	-2.1	5	-1.2	1.1	6
7	COc1ccccc1C1CCN(C(=O)c2cccs2)CC1	-1.6	1	9.5	-0.1	/
8	Cc1ccc(C(=O)N(CN2CCCC2=O)c2ccc(F)cc2)cc1C	-0.1	0	-5.3	0.6	-1
9	COC(=O)CCCC(=O)OC	0.4	1	-3.1	0.4	-1
10	Oc1c(C(Nc2nc3ccccc3s2)c2ccco2)ccc2cccnc12 (configuration not stated)	-4.1	0	-1.4	-0.6	8
11	O=C(NCCCn1ccnc1)c1ccccc1Br	-0.3	0	/	1.3	5
12	COc1cc(/C=N/Nc2cccc(C)c2)ccc1OC(=O)c1ccco1	-0.5	3	/	-1.4	0

no.	GDH-TPI counter	BoNT-F LC inh	Mtb UGM inh	BoNT A protease
1	0	3	/	-0.2
2	0&-3	7&-10	-1.6&-0.6	0.5&-3.3
3	-11	4	/	-1.5
4	2	-14	-1.1	0.5
5	2	-1	-1.5	-1.1
6	1	2	/	-1.6
7	2	/	-2.6	/
8	10	-3	-1.9	-1.0
9	1	3	/	-0.4
10	12	0	4.4	-0.6
11	1	-13	-0.6	0.1
12	12	-5	6.4	-1.7

# (continued)
no.	Molecule	FadD28 binding	Mtb FBA inh	Mtb BioA inh	PfHsp40 yeast	Anthrax LF prot
13	O=C(O)CCC(=O)Nc1nnc(C(F)(F)F)s1	-3.2	-2	-0.3	-0.6	6
14	CCC(C(=O)N1CCOCC1)n1nc(C)c2sc3ccccc3c2c1=O (configuration not stated)	0.9	4	-3.3	-0.6	1
15	O=C(Cn1nnc2ccccc21)OCC(=O)c1ccccc1	-1.1	3	9.9	0.0	-11
16	CC(=O)Nc1ccc(S(=O)(=O)Nc2ccc(S(=O)(=O)Nc3nc(C)cc(C)n3)cc2)cc1	1.6	-2	-2.9	-1.0	0
17	Cc1ccccc1NC(=O)C(C)Sc1nnc(-c2ccncc2)n1CC1CCCO1 (configuration not stated)	0.0	4	-6.3	-1.5	-1
18	COc1nc(OCCNS(=O)(=O)c2ccc(C)cc2)nc(N(C)C)n1	-2.8	1	-1.7	0.1	8
19	O=C(CNS(=O)(=O)c1ccccc1)NCc1cccnc1	1.7	0	-0.2	2.7	0
20	COC(=O)c1cc(-c2ccc(Br)cc2)on1	1.0	3	-0.1	-1.7	9
21	COc1ccc2nc(-c3ccccn3)ccc2c1	-4.3	77*	1.1	/	2
22	COc1cccc(N2CCN(S(=O)(=O)c3cc4c(cc3Cl)NC(=O)CO4)CC2)c1	-0.2	0	-0.4	0.2	1
23	S=c1[nH]nc(COc2ccccc2)n1/N=C/c1ccc(Cl)cc1Cl	-1.6	1	1.6	0.2	-1
24	CC1CCCCC1NC(=O)COc1cccnc1[N+](=O)[O-] (configuration not stated)	-4.8	0	-1.6	0.3	-1

no.	GDH-TPI counter	BoNT-F LC inh	Mtb UGM inh	BoNT A protease
13	-3	?	4.6	-0.3
14	3	8	1.7	2.0
15	-3	-2	-0.6	-0.3
16	4	-4	0.6	3.5
17	3	3	-0.9	1.0
18	4	-7	0.6	0.8
19	9	0	0.7	0.1
20	-13	-2	2.6	5.2
21	23	0	/	-0.5
22	-3	-1	2.6	-0.3
23	7	-5	-3.7	-3.2
24	13	1	-1.4	0.2

# Continuation:
no.	Molecule	FadD28 binding	Mtb FBA inh	Mtb BioA inh	PfHsp40 yeast	Anthrax LF prot
25	COc1ccc(N=C2CCS(=O)(=O)c3sccc32)cc1	-2.6	2	/	0.0	6
26	Cc1occc1C(=O)N1CCN(C(=O)C2CCCO2)CC1 (configuration not stated)	-1.6	-2	-1.2	-1.2	1
27	O=C(NC1=NCCS1)c1cc(-c2ccc(-c3ccccc3)cc2)nc2ccccc12	-14	6	/	-0.4	0
28	CCC(=O)Nc1cccc(C2=NOC3(C2)C[C@@H](C(N)=O)N(C(=O)COc2ccc(Cl)cc2)C3)c1 (some centres not stated)	-7.3	0	-0.2	-1.6	-5
29	CCCCn1c(O)c(C(C)=Nc2ccc(OCC)cc2)c(=O)[nH]c1=O	0.4	2	-2.1	1.4	-3
30	Cc1cccc(C)c1OCC(=O)Nc1c(C)nn(C)c1C	-0.7	0	1.0	-1.9	-2
31	Oc1ccc(/C=N/Nc2nc(N3CCCC3)nc(N3CCCC3)n2)cc1O	2.0	0	0.7	2.5	8
32	O=C(Nc1ccc(N2CCCC2)cc1)C(Cl)c1ccccc1 (configuration not stated)	-0.4	-1	-3.8	0.7	-12
33	CCCCn1nnnc1C(c1cccc2ccccc12)N1CCN(C/C=C/c2ccccc2)CC1 (configuration not stated)	-4.9	-2	-4.0	/	-6
34	O=C(COC(=O)c1n[nH]c2ccccc12)c1cccc(Br)c1	-4.0	-1	0.1	2.4	2
35	O=C(O)c1cccc(S(=O)(=O)N2CCN(S(=O)(=O)c3ccc4ccccc4c3)CC2)c1	-3.2	0	/	/	-3
36	CCOC(=O)c1ccc(NC(=O)COc2ccccc2CNCCO)cc1	-2.2	-2	/	-0.7	-6

no.	GDH-TPI counter	BoNT-F LC inh	Mtb UGM inh	BoNT A protease
25	6	0	-0.1	-1.5
26	2	2	0.6	0.1
27	9	-8	-0.4	2.3
28	0	-4	0.7	0.1
29	20	-12	1.6	-0.5
30	2	8	-1.2	2.0
31	16	-2	-0.1	0.3
32	20	-43	-0.1	0.4
33	/	-6	/	-0.3
34	-2	-10	-0.7	-0.9
35	4	-10	/	-3.4
36	-6	-12	-0.5	-2.4

# Following part:
no.	Molecule	FadD28 binding	Mtb FBA inh	Mtb BioA inh	PfHsp40 yeast	Anthrax LF prot
37	CCn1c(=O)n(CC)c2cc(N)ccc21	-2.1	4	/	-1.2	-4
38	C[C@]12c3[nH]c4ccc(Cl)cc4c3CCN1C(=O)[C@@H](CC(=O)NCCc1ccccn1)C[C@@H]2C(=O)N1CCCCC1	-4.9	0	-1.3	-1.3	-1
39	Cc1cccc([C@@H]2[C@@H]3C(=O)N(Cc4ccccc4)C(=O)[C@@H]3[C@]3(CC(C)C)C(=O)N(c4cccc(Br)c4)C(=O)N23)c1	-2.0	-3	-2.5	1.4	-2
40	Cc1ccc(C(=O)NC2CCCCNC2=O)cc1 (configuration not stated)	-0.3	10	-1.9	-0.6	3
41	CC(C)CCNC(=S)Nc1ccccc1F	1.1	6	-0.6	0.2	0
42	NC(=O)CC(NC(=O)c1ccccc1)c1ccc(NCc2ccccc2)c([N+](=O)[O-])c1 (configuration not stated)	6.0	-2	1.1	0.4	-4
43	NC(=O)C1(C(N)=O)OC1c1ccc(Cl)cc1Cl (configuration not stated)	-1.5	3	0.4	-0.2	6
44	CC(C)c1ccc(/C=C/C(=O)Nc2nc3ccc([N+](=O)[O-])cc3s2)cc1	-3.2	-2	-1.2	2.4	?
45	CC(=O)Nc1cccc(-c2cccc3nccn23)c1	-5.9	159*	1.6	/	-4
46	N#Cc1nc(-c2ccc(OCc3ccccc3)cc2)oc1NCc1ccco1	2.0	7	-1.2	1.5	-4
47	CC1=NNC(=O)C1CC(=O)N/N=C/C=C/c1ccccc1 (configuration not stated)	-2.4	6	/	-0.1	/
48	O=C(Nc1ccc(-c2csc(Nc3ccc(Cl)cc3)n2)cc1)c1cc([N+](=O)[O-])cc(C(F)(F)F)c1	-1.5	-2	-0.2	-1.7	-4

no.	GDH-TPI counter	BoNT-F LC inh	Mtb UGM inh	BoNT A protease
37	-3	-5	0.3	3.0
38	-9	-4	/	0.2
39	11	-8	2.1	-0.5
40	-3	-2	3.4	-0.8
41	1	-13	-0.8	-0.9
42	7	-4	0.2	-0.4
43	12	-1	-1.1	0.9
44	19	-2	-1.8	-0.3
45	-3	5	/	0.0
46	20	-6	-1.3	-0.4
47	28	/	4.8	/
48	8	-5	-3.2	-0.1

# Next section:
no.	Molecule	FadD28 binding	Mtb FBA inh	Mtb BioA inh	PfHsp40 yeast	Anthrax LF prot
49	CCOC(=O)CN(Cc1ccccc1)S(=O)(=O)c1ccc(NC(C)=O)cc1	-3.4	-3	2.9	0.4	0
50	CC(C)C[C@H](NC(=O)c1cc2cc(Cl)ccc2n1C)C(=O)N1CCC(C(=O)O)CC1	0.0	10	-1.1	0.5	-7
51	CCCNC(=O)c1cc(C2CCCCN2C(=O)OCC(C)C)on1 (configuration not stated)	-3.9	-2	1.5	/	1
52	CCCS(=O)(=O)N1CCc2ccc(NC(=O)C3CCCO3)cc2C1 (configuration not stated)	-3.9	2	-0.5	-0.9	0
53	Cc1ccc(OCC(=O)NNC(=O)CCC(=O)Nc2ccc(C)cc2C)cc1	-1.9	9	0.0	-0.4	-2
54	O=C(O)CCCNC(=O)Cc1ccccc1	1.7	-1	/	-0.1	2

no.	GDH-TPI counter	BoNT-F LC inh	Mtb UGM inh	BoNT A protease
49	-4	-4	0.4	-4.3
50	6	4	-0.7	-0.4
51	-4	-4	/	-0.1
52	-2	1	-0.6	1.5
53	11	5	-3.1	0.0
54	22	-3	1.8	-1.1

# An excerpt from above in order of heavy-atom count, lowest first:
no.	Molecule	FadD28 binding	Mtb FBA inh	Mtb BioA inh	PfHsp40 yeast	Anthrax LF prot
54	O=C(O)CCCNC(=O)Cc1ccccc1	1.7	-1	/	-0.1	2
51	CCCNC(=O)c1cc(C2CCCCN2C(=O)OCC(C)C)on1 (configuration not stated)	-3.9	-2	1.5	/	1
53	Cc1ccc(OCC(=O)NNC(=O)CCC(=O)Nc2ccc(C)cc2C)cc1	-1.9	9	0.0	-0.4	-2

no.	GDH-TPI counter	BoNT-F LC inh	Mtb UGM inh	BoNT A protease
54	22	-3	1.8	-1.1
51	-4	-4	/	-0.1
53	11	5	-3.1	0.0

# Random excerpt: 4 records from the list, in no set order.
no.	Molecule	FadD28 binding	Mtb FBA inh	Mtb BioA inh	PfHsp40 yeast	Anthrax LF prot
52	CCCS(=O)(=O)N1CCc2ccc(NC(=O)C3CCCO3)cc2C1 (configuration not stated)	-3.9	2	-0.5	-0.9	0
50	CC(C)C[C@H](NC(=O)c1cc2cc(Cl)ccc2n1C)C(=O)N1CCC(C(=O)O)CC1	0.0	10	-1.1	0.5	-7
53	Cc1ccc(OCC(=O)NNC(=O)CCC(=O)Nc2ccc(C)cc2C)cc1	-1.9	9	0.0	-0.4	-2
54	O=C(O)CCCNC(=O)Cc1ccccc1	1.7	-1	/	-0.1	2

no.	GDH-TPI counter	BoNT-F LC inh	Mtb UGM inh	BoNT A protease
52	-2	1	-0.6	1.5
50	6	4	-0.7	-0.4
53	11	5	-3.1	0.0
54	22	-3	1.8	-1.1

# Compound activity as filed in PubChem.
